tim10-1 inh: growth inhibitors of tim10-1 mutant yeast, primary screen, luminescence, uHTS | S. cerevisiae tim10-1 ts strain growth, BacTiter-Glo, 24 h | inhibition, % at 20 µM | actives 2.2% (n = 330,000) | AID 463190, 2010;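 active = inhibition of at least 40%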;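 note: mutant grown at 25 °C; 0% = DMSO wells with yeast and 100% = wells holding no yeast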
APJ agonist: agonists of human apelin receptor APJ, primary screen, CHO-K1 cells, PathHunter beta-arrestin, luminescence | actives 0.11% (n = 330,000) | 0% DMSO wells, 100% apelin | activation, % at 20 µM | P35414;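 active = activation more than six SD over the plate average, tested at 20 µM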;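 note: 0% = DMSO alone and 100% = apelin-13 at 10 nM; some results filed as inactive read as strong as hits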
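Assay system: engineered CHO-K1 APJ arrestin reporter cells; Amount: 1000 CHO-K1 reporter cells seeded per well; Dosing: one dose, 20 µM compound, 1% DMSO; Times: compound stimulation 90 min at 25 °C, detection 60 min; Measured by: luminescent beta-gal fragment complementation, chemiluminescent substrate; Read-out: APJ–arrestin association signal; Controls: DMSO vs Apelin-13 10 nM.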
Mdm2 MdmX PPI: inhibitors of human Mdm2-MdmX association, primary screen, cell-based, luminescence, split luciferase, SaOS-2, uHTS. SaOS-2 split-luciferase Mdm2/MdmX complementation. actives 3% (n = 330,000). inhibition, % at 8 µM;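 active = inhibition of at least 50% at 8 µM in the primary screen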
Target sequence (O15151 whole entry, looked up): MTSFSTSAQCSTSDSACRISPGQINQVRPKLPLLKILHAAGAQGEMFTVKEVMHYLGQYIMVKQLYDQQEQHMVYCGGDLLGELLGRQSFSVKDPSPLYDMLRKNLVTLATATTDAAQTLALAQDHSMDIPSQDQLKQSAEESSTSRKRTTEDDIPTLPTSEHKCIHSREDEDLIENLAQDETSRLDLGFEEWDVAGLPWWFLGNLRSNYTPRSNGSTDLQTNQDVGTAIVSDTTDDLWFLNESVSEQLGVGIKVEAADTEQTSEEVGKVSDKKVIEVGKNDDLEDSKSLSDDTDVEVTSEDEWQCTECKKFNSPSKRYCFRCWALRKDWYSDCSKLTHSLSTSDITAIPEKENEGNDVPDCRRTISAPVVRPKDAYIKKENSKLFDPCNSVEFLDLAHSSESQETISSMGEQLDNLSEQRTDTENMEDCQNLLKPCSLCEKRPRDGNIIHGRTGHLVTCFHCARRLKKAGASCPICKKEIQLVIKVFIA
Target sequence (Q00987 whole entry, looked up): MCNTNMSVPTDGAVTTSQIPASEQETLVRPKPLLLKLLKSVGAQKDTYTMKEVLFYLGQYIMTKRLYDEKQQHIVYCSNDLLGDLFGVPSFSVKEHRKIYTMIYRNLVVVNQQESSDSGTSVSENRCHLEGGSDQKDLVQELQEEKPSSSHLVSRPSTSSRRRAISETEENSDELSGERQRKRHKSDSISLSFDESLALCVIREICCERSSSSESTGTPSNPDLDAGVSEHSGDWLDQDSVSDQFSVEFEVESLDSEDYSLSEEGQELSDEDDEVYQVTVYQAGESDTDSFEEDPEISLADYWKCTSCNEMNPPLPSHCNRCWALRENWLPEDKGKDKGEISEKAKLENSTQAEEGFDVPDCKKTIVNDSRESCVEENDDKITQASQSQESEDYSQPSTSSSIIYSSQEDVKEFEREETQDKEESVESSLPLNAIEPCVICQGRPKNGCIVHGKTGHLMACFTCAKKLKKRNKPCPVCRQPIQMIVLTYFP
TIM10 inh: growth inhibitors of isogenic TIM10 control yeast, primary screen, counter-screen for tim10-1 yeast inhibitor project, luminescence, uHTS; actives 1.4% (n = 330,000); S. cerevisiae TIM10 strain growth, BacTiter-Glo luminescence, 24 h; inhibition, % at 10 µM;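 active = inhibition of 40% or more at the single tested concentration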;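 note: wild-type TIM10 isogenic control strain grown at permissive 25 °C; 0% = DMSO yeast wells and 100% = minimal medium wells without yeast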
NR3A LBD binder: binders of NR3A ligand-binding domain, primary screen, biophysical, differential scanning fluorimetry, uHTS; NR3A LBD differential scanning fluorimetry, Tm shift; 0% = protein alone, 100% = glycine-bound protein; Tm shift relative to glycine control, % at 25 µM; actives 2.5% (n = 340,000);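 active = melting temperature shift of at least 10% of the positive control shift, at one fixed dose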
UPR XBP1 act: activators of adaptive XBP1 UPR arm, primary screen, cell-based, CHO-XBP1 luciferase reporter, luminescence, uHTS; activation, % at 20 µM; IRE1-XBP1 UPR activation; percent of tunicamycin response, DMSO as zero; actives 0.33% (n = 330,000); AID 463104, 2010;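 active = versus positive control, 20 µM dose yields 30% or more activation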;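 note: 100% = tunicamycin at 10 µg/mL and 0% = DMSO only wells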
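Material: CHO-XBP1 cells stably carrying IRE1-XBP1-driven luciferase reporter | Medium: F12 with 10% serum | Compound dosing: 20 µM single concentration, DMSO 1% | Incubation: Overnight seeding at 37 °C, 6 h compound treatment at 37 °C | Detection: Steady-Glo luminescence read | Read-out basis: % activation of reporter signal versus tunicamycin and DMSO controls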
tim23-1 inh: growth inhibitors of tim23-1 mutant yeast, primary screen, luminescence, uHTS. S. cerevisiae tim23-1 growth, BacTiter-Glo luminescence, 24 h. actives 1.3% (n = 330,000). inhibition, % at 20 µM;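 active = growth inhibition of the mutant yeast at or above 50%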;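 note: temperature-sensitive mutant grown at 25 °C; plate controls were DMSO-treated mutant yeast for no effect and medium wells lacking yeast for full effect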
UPR CHOP act: activators of apoptotic CHOP UPR arm, primary screen, cell-based, CHO-CHOP luciferase reporter, luminescence, uHTS. UPR activation; percent of tunicamycin response over DMSO baseline. activation, % at 10 µM. actives 0.34% (n = 330,000). AID 449763, 2010;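 active = at 10 µM dose, activation of 40% or more, normalized to positive control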;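 note: 100% = tunicamycin at 10 µg/mL and 0% = DMSO alone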
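Test system: CHO-CHOP cells, stable luciferase reporter of PERK-eIF2a-CHOP signalling | Quantity: 500 CHO-CHOP cells per well | Buffer or medium: F12 plus 10% serum | Compound dosing: 10 µM single point, 0.5% DMSO | Schedule: 6 h compound treatment, 37 °C | Signal: Luciferase luminescence | Control set: Tunicamycin high control, DMSO low control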
NLRP3 yeast inh: NALP3 inflammasome inhibitors in reconstituted yeast, primary screen, luminescence, uHTS. Yeast reconstituted NLRP3/ASC/caspase-1, beta-gal luminescence, 24 h. inhibition, % at 10 µM. actives 0.39% (n = 330,000). AID 2825, 2010;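 active = inhibition of 50% or more; inactive = inhibition below 50%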;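 note: plate controls were induced DMSO wells for no effect and uninduced yeast grown without galactose for full effect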
Starred values were filed as active, the others as inactive.

SMILES	tim10-1 inh	APJ agonist	Mdm2 MdmX PPI	TIM10 inh	NR3A LBD binder	UPR XBP1 act	tim23-1 inh	UPR CHOP act	NLRP3 yeast inh
COC(=O)C1=C(c2ccccc2OCc2ccccc2)C[C@@H]2CC[C@H]1N2C(=O)NCc1ccc(F)cc1	12.7	-2.6	17.9	0.2	-0.2	-1.7	21.9	1.8	5.5
CCN1CCN(c2ccc([N+](=O)[O-])cc2C#N)CC1	4.8	0.1	-3.2	1.1	-1.8	-1.8	-0.9	0.4	-2.4
O=C(c1ccc2c3c(cccc13)CC2)C1CCCN(Cc2ncc[nH]2)C1 (centres undefined)	-4.8	-1.3	11.7	-31.4	-2.0	-4.9	-16.2	-0.6	8.2
CCOc1ccc2oc(C(=O)NN3C(C)CCCC3C)c(C)c2c1 (centres undefined)	-2.4	-5.1	6.7	9.6	-0.2	2.1	-15.7	-0.7	9.2
CCOC(=O)c1c(N)n(Cc2ccco2)c2nc3ccccc3nc12	30.3	-8.2	23.8	30.2	-2.1	-2.2	22.6	3.5	22.7
COc1cc(C(c2c(O)c3ccccc3oc2=O)c2c(C)n(C)n(-c3ccccc3)c2=O)ccc1O (centres undefined)	16.2	-0.1	13.4	11.0	1.7	-2.9	11.0	1.9	5.2
CCn1c(=O)cc(SCC(=O)N2CCC3(CC2)OCCO3)c2ccccc21	14.8	-2.4	53.0*	11.0	-1.6	-0.5	12.1	1.3	-0.4
O=C1NC(=O)C(CCc2ccncc2)(CCc2ccncc2)C(=O)N1Cc1ccccc1	4.7	-2.2	-13.1	12.9	-2.0	-1.6	-1.4	0.6	-2.9
COC12C(COC(N)=O)C3=C(C(=O)C(C)=C(N)C3=O)N1CC1C2N1C (centres undefined)	-5.5	7.5	74.4*	-6.0	-1.8	-3.2	5.7	-2.6	3.8
O=C(O)CCn1cc(C=C2C(=O)NC(=S)NC2=O)c(-c2ccccc2)n1	5.8	-0.9	20.1	-18.5	-0.5	-1.0	2.9	-0.1	-1.2
COc1ccc(C(C)=O)cc1CC(C(=O)c1ccc(Br)cc1)N(C)C (centres undefined)	27.7	-2.8	1.9	15.0	-6.1	-3.0	25.5	-1.0	17.2
COC(=O)C1=C(c2ccc(Cl)c(C(F)(F)F)c2)C[C@@H]2CC[C@H]1N2C(=O)NCC1CC1	9.9	-6.0	-1.1	-4.4	0.7	0.2	27.3	0.4	13.0
CC(C)(C)c1ccc(CN2C(=O)CN=C(c3ccccc3)c3ccccc32)cc1	34.5	-4.1	25.5	27.5	-0.8	3.8	32.9	6.4	-5.8
Cc1ccc2nc(-c3ccncc3)cc(C(=O)N3CCC4(CC3)OCCO4)c2c1	7.3	2.2	19.3	4.3	2.4	-2.9	12.6	-0.4	9.2
O=C(c1cc2cc(F)ccc2[nH]1)N1CCC2(CC1)OCCO2	7.9	3.6	7.8	8.0	-0.1	-0.5	-1.2	1.4	16.9
O=C(O)COc1ccccc1/C=C1\C(=O)NC(=O)N(CCC2=CCCCC2)C1=O	6.6	-2.6	2.6	2.8	0.5	-0.7	7.8	-0.2	-13.1
O=C(CCNS(=O)(=O)c1ccccc1)Nc1ccc(Cl)cc1C(=O)c1ccccc1	18.8	3.4	-32.1	7.9	-5.8	-1.9	22.2	1.8	19.0
CCCCC(CC)COCCCN=Cc1c(O)[nH]c(=S)[nH]c1=O (centres undefined)	22.3	-3.3	4.7	18.0	-2.2	-1.7	22.3	0.6	43.6
CC(C)NP(=O)(NC(C)C)OP(=O)(NC(C)C)NC(C)C	4.8	1.6	-15.8	9.4	0.8	-7.1	6.5	-1.2	24.1
CN1CCN(C(=O)Cc2nc3ccccc3[nH]2)CC1	5.0	2.0	-10.0	0.1	1.9	0.4	1.5	-0.2	18.3
O=C(NC12CC3CC(CC(C3)C1)C2)OC1CN2CCC1CC2 (centres undefined)	-1.8	-0.9	-3.4	7.7	0.5	1.0	12.9	0.4	10.5
CN1C(=O)N(C)C(=O)C(CCc2ccncc2)(CCc2ccncc2)C1=O	6.4	-1.6	-10.6	-7.3	-0.8	-6.2	-9.2	-0.8	4.5
CCCCCCn1c(=O)c(C(=O)Nc2cccc(C)n2)c(O)c2ccccc21	-0.6	-0.3	23.3	0.7	1.1	0.5	4.1	6.6	8.4
Cc1sc2ncn(CC(=O)N3CCC4(CC3)OCCO4)c(=O)c2c1C	1.1	-3.2	4.2	-10.8	0.8	-3.3	-4.0	-2.9	1.0
C[n+]1c2ccccc2nc2ccc(NCCO)cc21	38.2	-2.9	5.1	17.7	-3.5	-1.6	23.2	2.5	49.0

Compound profiles, from the list above. Screens in order: tim10-1 inh, APJ agonist, Mdm2 MdmX PPI, TIM10 inh, NR3A LBD binder, UPR XBP1 act, tim23-1 inh, UPR CHOP act, NLRP3 yeast inh
COc1cc(C(c2c(O)c3ccccc3oc2=O)c2c(C)n(C)n(-c3ccccc3)c2=O)ccc1O (centres undefined) is entered as 16.2, -0.1, 13.4, 11.0, 1.7, -2.9, 11.0, 1.9, 5.2
COC12C(COC(N)=O)C3=C(C(=O)C(C)=C(N)C3=O)N1CC1C2N1C (centres undefined) is entered as -5.5, 7.5, 74.4*, -6.0, -1.8, -3.2, 5.7, -2.6, 3.8
CC(C)(C)c1ccc(CN2C(=O)CN=C(c3ccccc3)c3ccccc32)cc1 is entered as 34.5, -4.1, 25.5, 27.5, -0.8, 3.8, 32.9, 6.4, -5.8

(more compounds)
SMILES	tim10-1 inh	APJ agonist	Mdm2 MdmX PPI	TIM10 inh	NR3A LBD binder	UPR XBP1 act	tim23-1 inh	UPR CHOP act	NLRP3 yeast inh
O=C(CN1CCCCC1)c1ccccc1Cl	-5.1	-7.3	4.7	2.9	-2.4	2.7	5.7	2.5	-27.9
O=[N+]([O-])c1cccnc1N1CCCNCC1	-9.3	-5.1	10.0	-19.3	0.6	1.4	-66.5	1.2	5.7
N#CCP(=S)(c1ccccc1)c1ccccc1	13.4	-1.5	9.1	7.9	2.6	-3.7	17.9	-3.7	-10.6
COc1cccc(NP(=O)(Oc2ccccc2)Oc2ccccc2)c1	3.5	-1.8	58.4*	-2.9	1.1	-1.7	26.1	-0.9	11.0
COc1cccc(CCNCc2ccc(SC)cc2)c1	-25.7	4.2	16.3	-1.0	-9.0	1.2	13.4	1.0	34.4
Cc1csc(=N)n1Cc1ccccc1	6.5	-1.7	-30.8	11.8	-4.2	-0.3	17.1	0.0	11.9
Cc1ccc2c(c1)C1CN(C)CCC1N2C(=O)c1cn(-c2ccccc2)nc1-c1ccccc1 (centres undefined)	11.4	-1.4	72.9*	10.8	-1.0	-0.1	20.2	-0.9	25.0
Cc1ccc2c(c1)C1CN(C)CCC1N2C(=O)Cc1cccs1 (centres undefined)	5.8	-5.2	13.8	-2.7	0.1	0.7	7.0	-2.9	15.3
CC(=O)C1C2c3ccccc3O[C@@]1(C)N=c1s/c(=C/c3ccoc3)c(=O)n12 (some centres undefined)	-28.1	-1.7	7.2	10.5	-2.6	-1.2	15.4	0.8	9.0
CCC(=NCC1CCCO1)c1c(O)n(-c2ccccc2C)c(=O)[nH]c1=O (centres undefined)	-21.6	1.5	-5.7	-16.2	0.5	-2.6	-19.3	-0.9	16.0
CCCN1CCC[C@@H]2Cc3[nH]ncc3C[C@H]21	-2.2	-2.8	-22.2	1.4	-1.3	-7.8	-15.8	0.8	23.9
CN1C(=O)c2ccccc2NC(=O)[C@]12O[C@@H]2c1ccccc1	-17.3	-0.4	18.4	-14.1	-3.2	-2.4	-3.9	0.1	7.6
CP(=O)(Nc1ccccc1)C(Cl)(Cl)Cl (centres undefined)	5.2	-1.6	-23.7	-1.1	-0.6	1.3	19.0	-1.0	-2.6
Cc1nn(CCC#N)c2c1P(=S)(N1CCCC1)OC(c1ccc(F)cc1)=N2 (centres undefined)	43.1*	-7.6	-5.3	37.2	2.7	-2.6	43.8	-0.2	5.8
C(#CCN1CCCCC1)COCc1ccccc1	11.4	-2.6	-3.2	6.2	-0.6	0.7	-3.8	2.9	-8.8
Cc1cccc(OP(=O)(Nc2cccnc2)Oc2cccc(C)c2)c1	11.4	1.0	2.0	20.4	-8.3	0.9	18.3	-1.5	24.5
O=C1NC(c2cccnc2)Nc2sc3c(c21)CCCC3 (centres undefined)	27.1	2.0	-35.3	13.7	1.3	3.4	9.5	3.7	26.3
O=C(N/N=C/c1c(O)n(Cc2ccc(F)cc2)c(=O)[nH]c1=O)c1ccccc1	-0.6	-6.4	11.9	-0.9	-2.7	-0.7	-4.4	-0.4	4.9
CN1CCC(OC(=O)Cc2ccccc2)CC1	-8.2	-3.1	4.3	6.1	-2.2	-0.1	4.9	2.0	17.6
O=C1NC(=O)N(c2ccccc2)C(=O)/C1=C/c1ccoc1	-6.8	-1.8	10.8	3.5	-0.2	-5.0	6.0	0.0	-6.1
CC12CN3CN(C1)CC(c1ccccc1)(C3)C2=O	-10.6	-3.0	20.8	5.0	0.7	-3.9	5.3	3.5	6.9
CCOC(=O)c1ccc(N=C(c2ccccc2)c2c(O)n(C)c(=O)n(C)c2=O)cc1	16.9	-4.0	-10.8	8.3	-0.6	-0.1	19.5	5.3	2.4
CC(=NCc1ccco1)c1c(O)n(Cc2ccccc2)c(=O)[nH]c1=O	-3.1	-2.2	-5.3	20.3	-0.9	3.3	-2.9	-1.0	-3.7
C/C(=N\N1CCN(C)CC1)c1c(O)[nH]c(=O)[nH]c1=O	10.3	-3.9	13.1	4.1	-2.1	-0.8	1.9	4.2	4.5
O=P(/C(=N/O)N1CCOCC1)(N1CCOCC1)N1CCOCC1	0.7	-1.7	19.2	2.0	-1.4	-3.2	-7.2	-2.3	7.0
CCOCCCN=Cc1c(O)n(Cc2ccccc2)c(=O)[nH]c1=O	-4.4	-3.9	22.9	4.8	1.8	-1.7	9.7	-0.6	12.1
CCCC[N+]12CCC(CC1)C(=C(c1ccccc1)c1ccccc1)C2	19.8	-2.5	11.4	-2.2	-1.3	-3.4	6.3	1.5	-0.5
COC(=O)C1=C(c2ccc3ccccc3c2)C[C@@H]2CC[C@H]1N2C(=O)NCCNC(C)=O	2.4	-4.6	24.2	0.1	0.5	-1.1	12.6	3.3	11.6

Two entries picked at random from the list so far, as already listed:
SMILES	tim10-1 inh	APJ agonist	Mdm2 MdmX PPI	TIM10 inh	NR3A LBD binder	UPR XBP1 act	tim23-1 inh	UPR CHOP act	NLRP3 yeast inh
O=[N+]([O-])c1cccnc1N1CCCNCC1	-9.3	-5.1	10.0	-19.3	0.6	1.4	-66.5	1.2	5.7
CC(=O)C1C2c3ccccc3O[C@@]1(C)N=c1s/c(=C/c3ccoc3)c(=O)n12 (some centres undefined)	-28.1	-1.7	7.2	10.5	-2.6	-1.2	15.4	0.8	9.0

The list is partial; the hit share may differ from the screen's.
